Screening data deposited in PubChem BioAssay by The Scripps Research Institute Molecular Screening Center.
TLR4 MyD88 blk – blocks binding of human TLR4 to MyD88 | Cell-based TLR4-MyD88 binding inhibition assay | inhibition, % at 10 µM | 16,000 compounds, 0.06% hits | AID 811; in the data active means inhibition above about 45%
PME-1 Maybridge – inhibitors of human PME-1 in Maybridge library | recombinant PME-1, FP-Rh probe fluorescence polarization | inhibition, % at 9 µM | 16,000 compounds, 0.5% hits; in the data active means inhibition above about 30%
Target sequence (Q9Y570 whole entry, looked up): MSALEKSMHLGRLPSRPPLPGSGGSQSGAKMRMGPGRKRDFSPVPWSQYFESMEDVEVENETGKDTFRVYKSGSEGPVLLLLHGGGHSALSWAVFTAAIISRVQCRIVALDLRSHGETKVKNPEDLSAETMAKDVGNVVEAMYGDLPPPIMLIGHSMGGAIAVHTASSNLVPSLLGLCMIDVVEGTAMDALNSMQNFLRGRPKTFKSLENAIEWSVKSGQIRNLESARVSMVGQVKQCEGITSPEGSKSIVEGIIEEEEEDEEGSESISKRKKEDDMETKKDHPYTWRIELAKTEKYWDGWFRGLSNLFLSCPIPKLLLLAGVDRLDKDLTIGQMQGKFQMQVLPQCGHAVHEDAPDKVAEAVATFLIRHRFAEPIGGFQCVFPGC
luminol inh ctr – luminol signal inhibition, Nox1 inhibitor counter-screen | 16,000 compounds, 0.4% hits | inhibition, % at 6.7 µM | HRP/luminol/H2O2 chemiluminescence counterscreen; further: reference of the scale not given here
rat GALR2 agon – GALR2 (rat) receptor agonism; O08726; 16,000 compounds, 0.5% hits; cell-based GALR2 agonist screen; AID 833; activation, % at 10 µM; in the data active means activation above about 15%
Nox1 inh – inhibitors of human NADPH oxidase 1 (Nox1); inhibition, % at 6.7 µM; HT29 cells, luminol chemiluminescence ROS; AID 1792; 16,000 compounds, 0.81% hits
S1P1 ag – S1P1 (human) receptor agonism. P21453. S1P1 agonist cell-based reporter assay. activation, % at 4.5 µM. 16,000 compounds, 1.5% hits; in the data active means activation above about 80%
Target sequence (P21453 whole entry, looked up): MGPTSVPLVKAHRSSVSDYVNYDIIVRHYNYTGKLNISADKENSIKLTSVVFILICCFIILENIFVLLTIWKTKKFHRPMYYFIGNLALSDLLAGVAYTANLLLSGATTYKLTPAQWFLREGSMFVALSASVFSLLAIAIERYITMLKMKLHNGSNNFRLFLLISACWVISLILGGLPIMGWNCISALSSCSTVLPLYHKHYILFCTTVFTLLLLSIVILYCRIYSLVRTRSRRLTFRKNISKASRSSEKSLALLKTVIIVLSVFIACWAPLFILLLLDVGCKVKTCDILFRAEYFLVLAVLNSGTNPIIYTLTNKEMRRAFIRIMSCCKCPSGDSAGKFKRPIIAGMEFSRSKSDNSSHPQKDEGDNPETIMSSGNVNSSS
NOTCH agonist – NOTCH pathway agonism; NOTCH signaling luciferase reporter cells, luminescence; activation, % at 2.5 µM; 15,000 compounds, 0.4% hits; AID 434982; in the data active means activation above about 2.2%
OPRK1 antag MB – OPRK1 (human) antagonism, Maybridge screen. 16,000 compounds, 0.4% hits. inhibition, % at 9 µM. P41145. OPRK1 cells, antagonist mode, fluorescence readout; in the data active means inhibition above about 50%
* = called active by the depositor; / = not tested or not shown. Unless noted, no stated cut-off is given here; in the data, active means inhibition above about 75%; inactive means the rest. Rows are unselected, and some 4.4% of all compounds hit somewhere here.

Each structure is followed by: TLR4 MyD88 blk | PME-1 Maybridge | luminol inh ctr | rat GALR2 agon | Nox1 inh | S1P1 ag | NOTCH agonist | OPRK1 antag MB
> CC(C)(C)OC(=O)Cn1ccc(=O)[nH]c1=O
→ 5.3 | 5.0 | -6.5 | -1.2 | 28.0 | 9.4 | -0.3 | 7.0
> CSc1ccccc1CNC(=O)NC12CC3CC(CC(C3)C1)C2
→ -4.8 | -0.3 | -3.0 | -4.2 | -21.9 | -10.8 | 0.1 | 16.3
> N#Cc1c(N)oc(-c2ccccc2)c1-c1ccccc1
→ 10.0 | 5.1 | -6.0 | -4.7 | 13.5 | -0.3 | -0.2 | 0.0
> Cc1oc(C)c(S(=O)(=O)NCc2cccs2)c1C(=O)O
→ 11.1 | 4.3 | -1.1 | -0.7 | -20.0 | -8.7 | -0.4 | 4.0
> COC(=O)CC1(C(=O)OC)Oc2ccc(Br)cc2C(=O)N1c1ccc(F)c(Cl)c1 (stereo unspecified)
→ -4.3 | 7.1 | -4.7 | -6.2 | 8.1 | 5.8 | / | -10.7
> O=C(Sc1ccccc1)c1ccc(C(F)(F)F)cc1
→ 3.8 | -0.4 | -1.9 | -3.6 | 2.4 | 1.5 | -0.5 | -0.3
> O=S(=O)(Nc1cccc(CO)c1)c1cccs1
→ 1.3 | 1.4 | -3.2 | -1.5 | -29.2 | -2.8 | 0.5 | -0.6
> FC(F)(F)c1cccc(NC(=S)NNc2nccc(C(F)(F)F)n2)c1
→ 14.4 | 7.2 | 2.5 | -8.1 | 63.0 | 11.1 | -0.8 | 18.6
> COc1ccc(S(=O)(=O)NCc2ccco2)cc1OC1CCCC1
→ -1.6 | 5.0 | 0.6 | -3.5 | -6.5 | -13.6 | 0.6 | -2.7
> COC(=O)c1sccc1NC(=O)CC1C(=O)NCCN1S(=O)(=O)c1ccccc1C#N (stereo unspecified)
→ -13.5 | 3.4 | -7.4 | -2.0 | 11.4 | -10.9 | -0.1 | 14.9
> CC(=O)N[C@@H](C(N)=S)[C@@H](OC(C)=O)[C@H](OC(C)=O)[C@@H](COC(C)=O)OC(C)=O
→ -1.8 | 5.6 | -5.2 | -6.1 | 0.0 | 27.4 | -0.9 | 6.5
> CCOC(=O)CNC(=O)c1ccc(-c2cccc([N+](=O)[O-])c2)o1
→ 2.5 | 9.2 | -1.3 | -2.2 | 35.2 | 7.7 | -0.1 | 9.9
> O=C(CSCc1cccc2ccccc12)Nc1ccc(C(F)(F)F)cc1
→ 1.4 | -5.4 | -2.4 | -8.8 | -7.9 | 4.8 | 1.4 | 3.0
> O=[N+]([O-])c1cccc(-c2ccn(S(=O)(=O)c3ccc(Cl)cc3)n2)c1
→ 3.5 | 0.6 | 0.5 | -6.6 | -8.6 | 6.6 | 0.2 | 0.2
> COc1ccc(SCc2nsc(Sc3ccc(OC)cc3)n2)cc1
→ -3.3 | 0.7 | -0.6 | -6.6 | -54.3 | 14.4 | -0.4 | -15.5
> Cc1nn(-c2ccccc2)nc1C(=O)NC(=O)N1CC(C)OC(C)C1 (stereo unspecified)
→ 2.7 | 7.4 | -5.6 | -4.3 | 22.6 | -2.5 | -0.3 | -6.0
> COc1ccc(C(=O)NNC(=O)C2C3C=CC(C3)C2C(=O)O)cc1 (stereo unspecified)
→ -1.0 | -0.7 | 1.2 | -7.6 | -18.9 | -5.5 | -0.3 | 1.4
> CS(=O)(=O)O[C@@H]1C(=O)c2ccccc2O[C@H]1c1ccc(Br)cc1
→ -2.4 | 7.1 | -4.5 | -8.2 | 7.0 | 14.7 | -0.3 | 6.0
> CN(C)c1cc(NNS(=O)(=O)c2cccc(C(F)(F)F)c2)nc(N(C)C)c1C#N
→ -9.9 | 5.9 | 80.1* | -3.9 | 65.7 | 6.3 | -0.5 | 11.1
> CNC(=O)c1ccccc1Br
→ 3.9 | 0.0 | -0.7 | -7.4 | -1.9 | -2.7 | -0.7 | 10.8

Complete entries, quoted from the list. Screens in order: TLR4 MyD88 blk | PME-1 Maybridge | luminol inh ctr | rat GALR2 agon | Nox1 inh | S1P1 ag | NOTCH agonist | OPRK1 antag MB
COc1ccc(S(=O)(=O)NCc2ccco2)cc1OC1CCCC1 across the screens: -1.6 | 5.0 | 0.6 | -3.5 | -6.5 | -13.6 | 0.6 | -2.7
CN(C)c1cc(NNS(=O)(=O)c2cccc(C(F)(F)F)c2)nc(N(C)C)c1C#N across the screens: -9.9 | 5.9 | 80.1* | -3.9 | 65.7 | 6.3 | -0.5 | 11.1
CSc1ccccc1CNC(=O)NC12CC3CC(CC(C3)C1)C2 across the screens: -4.8 | -0.3 | -3.0 | -4.2 | -21.9 | -10.8 | 0.1 | 16.3
O=C(CSCc1cccc2ccccc12)Nc1ccc(C(F)(F)F)cc1 across the screens: 1.4 | -5.4 | -2.4 | -8.8 | -7.9 | 4.8 | 1.4 | 3.0

Remaining list, next part
Each structure is followed by: TLR4 MyD88 blk | PME-1 Maybridge | luminol inh ctr | rat GALR2 agon | Nox1 inh | S1P1 ag | NOTCH agonist | OPRK1 antag MB
> COC(=O)c1c(C)oc(C)c1S(=O)(=O)NCc1ccc(OC)cc1
→ -2.5 | -2.4 | 0.6 | -6.5 | -16.2 | 0.7 | -0.6 | -3.2
> Cc1oc2c(F)c(F)c(F)c(F)c2c1C(=O)Oc1cccc(C(F)(F)F)c1
→ -2.1 | -5.3 | 1.8 | -3.2 | -26.6 | -1.9 | -0.3 | -5.3
> CC1(C)OC(=O)C2(C(=O)O1)C1C3C4CC5C6C4C1C6C2C53 (stereo unspecified)
→ 0.6 | 4.6 | -7.2 | -1.2 | -9.6 | -15.0 | -1.0 | -3.2
> CN1CCN(c2ccc(CNC(=O)c3ccsc3)cc2)CC1
→ 4.0 | -2.4 | -0.6 | -6.2 | -29.5 | -8.5 | 1.3 | -9.7
> O=C(O)c1ncc(C(F)(F)F)cc1Cl
→ -2.3 | -1.2 | 1.6 | -3.9 | -71.4 | -1.8 | -0.4 | 1.3
> O=C(/C=C/c1cccs1)NC(=S)N1CCCCC1
→ 3.4 | 0.9 | 7.2 | -5.9 | -33.1 | -8.8 | -0.2 | -1.7
> NC(=O)CSc1nnc(-c2ccco2)n1-c1ccccc1
→ 4.7 | 3.8 | -2.3 | -4.9 | -6.1 | -3.6 | 0.2 | 12.5
> CC(C)(C)c1cc(C(C)(C)C)n(-c2ccc(N3CC(C(=O)O)CC3=O)cc2)n1 (stereo unspecified)
→ 10.4 | -0.7 | 1.4 | -10.2 | -79.0 | 1.2 | -0.9 | 7.8
> CSC1=N/C(=C/c2cccs2)C(=O)N1
→ -4.0 | -1.5 | 1.1 | -4.9 | -30.1 | -16.2 | -0.6 | 17.9
> N#CC(OC(=O)c1ccccc1)c1cccc([N+](=O)[O-])c1 (stereo unspecified)
→ -6.0 | 1.7 | -2.2 | -6.7 | -38.9 | 8.4 | -0.2 | -1.7
> C=CCNc1sc(C(=O)OC)c(N)c1C(=O)OC
→ -0.8 | 12.3 | 3.5 | -9.5 | -19.7 | -6.9 | -0.3 | 4.3
> O=C(Nc1ccc(-c2csnn2)cc1)C1CC1
→ -28.4 | 2.8 | 0.8 | -4.3 | 6.5 | -18.5 | -0.4 | 4.7
> CC(C)SCC(=O)NCC(=O)O
→ -2.7 | -1.5 | 1.3 | -5.6 | -46.4 | -37.2 | -0.1 | -20.9
> CCOC(=O)c1ccc(NC(=S)Nc2ncccc2C)cc1
→ -2.6 | -2.8 | 1.9 | -4.9 | -21.4 | -1.4 | -0.5 | 11.1
> O=C(Nn1c(=S)[nH]c2ccccc2c1=O)c1ccco1
→ 2.5 | 2.9 | 17.5 | -1.0 | -3.8 | -23.3 | -0.5 | 12.2
> CCCCOC(=O)c1nnc(-c2ccc([N+](=O)[O-])cc2)o1
→ 7.2 | 3.7 | -2.5 | -7.8 | 27.1 | 2.9 | 0.8 | 17.4
> O=C(NCC1CC1)Nc1ccc(OCc2ccccc2)cc1
→ -4.3 | 1.8 | -3.7 | -5.0 | 7.3 | -1.4 | / | 23.5
> Cc1nn(Cc2n[nH]c(=S)n2C)c(C)c1Br
→ 2.5 | -6.0 | -4.0 | 3.4 | -49.2 | -8.3 | 0.0 | 13.3
> Cc1cc(S(=O)(=O)n2cccc2)c(C)cc1Cl
→ -3.9 | 3.7 | -0.6 | -5.9 | -11.6 | -8.6 | 0.8 | -10.6
> Cn1cc(Br)c(=O)n(C)c1=O
→ 3.4 | 1.7 | -2.7 | -7.0 | -34.1 | -5.0 | -0.5 | 16.9

(next part)
Each structure is followed by: TLR4 MyD88 blk | PME-1 Maybridge | luminol inh ctr | rat GALR2 agon | Nox1 inh | S1P1 ag | NOTCH agonist | OPRK1 antag MB
> Cc1ccc(Sc2ncccc2C(N)=O)cc1
→ -0.8 | 1.3 | -0.3 | -1.1 | -8.2 | -7.0 | 0.0 | -3.5
> COc1ccc(-c2oc3ccccc3c(=O)c2OS(=O)(=O)c2cc(Cl)ccc2Cl)cc1
→ -4.6 | 1.3 | -2.1 | -5.5 | -3.1 | -7.5 | 0.5 | 18.1
> COc1ccc(C(C)=O)c(NC(C)=O)c1
→ / | 0.1 | 4.4 | -5.1 | -53.3 | 16.6 | -0.3 | 2.9
> CCOC(=O)C1=C(C)C(c2ccc(N(C)C)cc2Cl)NC(=O)N1 (stereo unspecified)
→ -0.2 | 0.9 | 0.4 | -1.7 | -3.4 | 1.3 | -0.2 | -9.7
> O=C(c1ccccc1)C1CCN(C(=O)CS(=O)(=O)c2ccc(Cl)cc2)CC1
→ 6.5 | 3.3 | 0.2 | -2.1 | -31.2 | 0.7 | -0.3 | 0.9
> COC(=O)c1cccc(NC(=S)NC(=O)c2csc([N+](=O)[O-])c2)c1
→ -8.3 | 5.5 | -0.3 | -2.5 | 20.2 | -8.0 | -0.3 | -7.8
> CS/C(=N\S(=O)(=O)c1ccccc1)NNC(=O)c1c(-c2c(Cl)cccc2Cl)noc1C
→ -4.1 | 10.3 | 0.0 | -3.8 | -9.5 | -32.6 | -0.4 | -1.2
> Cc1ccc(NC(=S)NC(=O)c2ccccc2)cc1NS(C)(=O)=O
→ 6.5 | 9.6 | 4.1 | -2.2 | 21.8 | 14.7 | -0.2 | 18.4
> CC(=O)O/N=C(/N)c1cnn2c(C(F)(F)F)cc(C(F)(F)F)nc12
→ -9.3 | 3.3 | 1.1 | -7.2 | -4.8 | -5.3 | -1.0 | -3.9
> O=S(=O)(Nc1n[nH]c2cccc(Cl)c12)c1ccc(Cl)cc1
→ 4.2 | 5.8 | 2.5 | -2.7 | -21.4 | 16.9 | -0.1 | -10.5
> Cc1nc([N+](=O)[O-])cn1CC(=O)c1ccc2c(c1)OCCO2
→ -2.9 | -5.6 | 0.5 | -3.4 | -31.8 | -13.1 | -0.1 | 9.1
> O=C(NNc1c(Cl)cc(Cl)cc1Cl)NC(=O)c1ccccc1Cl
→ -8.3 | 4.4 | -2.8 | -7.4 | -15.8 | -22.0 | 0.7 | -17.1
> O=C(NCc1ccc(-c2ccc(F)cc2F)o1)Nc1ccc(Cl)cc1
→ -2.3 | -6.3 | -5.3 | -4.2 | -5.2 | 11.1 | -0.4 | -29.6
> Cc1ccn2c(-c3nnco3)c(C)nc2c1
→ 13.4 | -1.6 | -3.1 | -4.2 | -27.0 | 1.4 | 0.5 | 1.1
> CC1S/C(=N\N=C/C23CC4CC(CC(C4)C2)C3)NC1=O (stereo unspecified)
→ 4.8 | -1.3 | 1.0 | -7.3 | -27.3 | 25.5 | -0.3 | 15.2
> O=C(Nc1ccc(Cl)cc1)Oc1cccc(N2CCOCC2)c1
→ 12.1 | 1.1 | 69.1 | -0.8 | -3.1 | -7.7 | 0.1 | 3.3
> CN(C)c1c(F)cc(C(=O)NCc2ccccc2)cc1F
→ 11.9 | 5.6 | -6.5 | -4.6 | 20.2 | 2.0 | -5.9 | 5.9
> COc1ccc(NS(=O)(=O)c2sc(Cl)cc2Br)c(OC)n1
→ 0.4 | 5.0 | -7.1 | -2.9 | 14.9 | 35.5 | 0.3 | 6.2
> C1=CC(=C2SCCS2)C=C1
→ -2.0 | -2.8 | -5.9 | -4.2 | 3.5 | -8.8 | / | -7.0
> NC(=S)Nc1ccncc1
→ 3.4 | 8.5 | 2.0 | -8.1 | -39.8 | 0.7 | / | -12.9

Following part:
Each structure is followed by: TLR4 MyD88 blk | PME-1 Maybridge | luminol inh ctr | rat GALR2 agon | Nox1 inh | S1P1 ag | NOTCH agonist | OPRK1 antag MB
> CN1C/C(=C\C=C\c2ccccc2)C(=O)/C(=C/C=C/c2ccccc2)C1
→ -10.4 | 0.7 | -4.3 | -2.6 | 16.2 | 9.7 | -0.5 | -9.4
> COc1ccc(C(=O)/C=C/Sc2nccc(C)n2)cc1
→ -7.6 | 4.1 | -7.7 | -10.0 | 22.5 | 3.8 | / | -46.8
> CS(=O)(=O)c1sc(C(N)=O)c2c1C=CCC2
→ -9.8 | -0.4 | 1.1 | -5.1 | -20.2 | -0.7 | -5.4 | -5.4
> Cn1c(=O)c2c3oc(-c4ccccc4)nc3c(=O)n(-c3ccccc3)c2n(C)c1=O
→ -8.3 | -2.8 | 2.3 | -5.2 | -23.6 | -12.3 | 0.4 | 25.0
> Clc1ccc(C2=CSC3=NCCCN23)cc1
→ 10.3 | 1.4 | 1.4 | -7.2 | -20.0 | 2.9 | 0.2 | 0.5
